# Screening data as filed in PubChem.
# TRPML3 agonist – agonists of human TRPML3 channel | HEK293 TRPML3-YFP, Fluo-8 calcium fluorescence; 100% = the carbachol control signal | 0.29% of 220,000 active | AID 1448 | activation, % at 3 µM | Q8TDD5;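 active = activation above its plate's cutoff, the mean activation of the plate's test wells plus 3 SD, cut at about 12% in these data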;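 also: 0% = DMSO only wells and 100% = carbachol wells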
#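 Test system: HEK293 cells stably carrying human TRPML3-YFP; Doses: single dose, 3 µM final nominal compound, 0.3% DMSO final; Schedule: dye loading 1 h 37 °C then 30 min ambient, 125 s read; Technique: Fluo-8 calcium fluorescence; Benchmarks: high control carbachol 87 µM, low control DMSO.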
# CHOP inh – inhibitors of CHOP induction in ER stress response | CHO-K1 CHOP-promoter luciferase, tunicamycin-induced, 15-18 h | inhibition, % at 10 µM | 3.8% of 220,000 active;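 active = compounds that reduced the stress-induced luciferase reporter signal by more than about 70% of percent inhibition, limit read from the data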;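 also: 0% = tunicamycin plus vehicle and 100% = wells without tunicamycin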
# TNF necrop inh – TNF-alpha cell death inhibition in Jurkat FADD-/- cells. Jurkat FADD-/- TNF necroptosis rescue, ATP luminescence, 24 h; 0 = TNF only, 100 = no-TNF cells. 0.068% of 220,000 active. activation (protection from cell death), % at 10 µM;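 active = activation, meaning protection from cell death, of at least 50% relative to plate controls; inactive = activation below 50%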;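 also: necroptosis triggered by 40 ng/mL TNF-alpha added together with compound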
# zfTRPN1 agonist – activates the zebrafish TRPN1 channel. HEK293 zebrafish TRPN1-YFP, Fluo-8 calcium fluorescence; 100% = response to 87 µM carbachol. activation, % at 3 µM. 0.18% of 220,000 active;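 active = activation above its plate's cutoff, the mean activation of test wells on that plate plus 3 SD, cut at about 19% in these data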;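 also: 0% = DMSO alone and 100% = 87 µM carbachol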
#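 Assay system: Zebrafish TRPN1-YFP in HEK293 cells | Incubation: Dye loading 1 h at 37 °C, then 30 min room temperature | Measured by: Kinetic Fluo-8 fluorescence, ex 470-495, em 515-575 nm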
# MDM2 E3 inh – inhibitors of human Mdm2 E3 ubiquitin ligase; Q00987; cell-based MDM2 ubiquitination luciferase reporter, 2 h; 0 = plate control, 100 = twice control, blank-subtracted; signal enhancement, % at 5 µM; 0.11% of 210,000 active; AID 1230;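 active = signal enhancement of 30% or more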;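 also: luminescence tracks abundance of the self-degrading MDM2-luciferase fusion protein; higher signal means inhibition of MDM2 E3 ligase activity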
#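 Buffer or medium: Cells held in DMEM | Assay system: Stable mammalian line carrying autodegrading MDM2–luciferase fusion reporter | Quantity: 2000 cells/well | Times: 4 h settle plus 2 h compound, 37 °C | Doses: One concentration, 5 µM, with 0.2% DMSO | Technique: Luminescence with SteadyLite reagent, 15 min at room temperature | Benchmarks: Plate controls and plate blanks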
# p47phox inh – p47phox (human) inhibition. P14598. p47phox/p22phox peptide binding, fluorescence polarization, 2 h. inhibition, % at 24.7 µM. 0.53% of 220,000 active. AID 1274;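 active = inhibition above about 30%, limit read from the data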;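 also: 0% = p47phox with labelled peptide and 100% = labelled peptide alone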
# Runt-SMMHC FRET – blocks binding of human RUNX1 Runt domain to CBFb-SMMHC. Cerulean-Runt/Venus-CBFb-SMMHC FRET ratio 530/480, 1 h. 0.74% of 220,000 active. Q01196+Q13951. inhibition, % at 20 µM. AID 1434;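 active = mean inhibition across duplicate retests at 20 µM reaching about 50%, limit read from the data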;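 also: 0% = DMSO wells and 100% = wells with excess untagged CBFb-SMMHC; inhibitors lower the FRET ratio by blocking Runt binding to CBFb-SMMHC; some results filed as inactive read as strong as hits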
# Target sequence (Q01196 whole entry, looked up, the tested form may be a part): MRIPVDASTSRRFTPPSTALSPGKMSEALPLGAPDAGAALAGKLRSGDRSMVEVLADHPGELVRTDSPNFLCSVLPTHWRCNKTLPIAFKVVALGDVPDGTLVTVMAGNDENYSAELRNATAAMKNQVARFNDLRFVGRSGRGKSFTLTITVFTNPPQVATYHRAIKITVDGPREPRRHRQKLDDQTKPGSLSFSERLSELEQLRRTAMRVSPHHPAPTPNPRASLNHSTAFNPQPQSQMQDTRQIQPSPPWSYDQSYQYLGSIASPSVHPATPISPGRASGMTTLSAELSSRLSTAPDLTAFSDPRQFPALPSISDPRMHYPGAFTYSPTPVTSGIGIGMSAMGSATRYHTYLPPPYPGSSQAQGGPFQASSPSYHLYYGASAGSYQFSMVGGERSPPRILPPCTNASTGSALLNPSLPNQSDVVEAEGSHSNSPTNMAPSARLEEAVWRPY
# Target sequence (Q13951 whole entry, looked up, the tested form may be a part): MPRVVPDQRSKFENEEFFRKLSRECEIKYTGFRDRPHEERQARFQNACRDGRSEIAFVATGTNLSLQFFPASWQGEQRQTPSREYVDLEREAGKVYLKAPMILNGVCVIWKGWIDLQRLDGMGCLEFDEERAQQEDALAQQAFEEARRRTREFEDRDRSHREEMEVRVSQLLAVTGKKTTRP
# EBV gp42 block – blocks Epstein-Barr virus glycoprotein 42 binding; Q1HVG2; Fluorescence polarization binding assay, mP read-out; inhibition, % (tested at 21.74 µM); 0.42% of 220,000 active; AID 1085; in the data active = inhibition above about 50%
# Target sequence (Q1HVG2 whole entry, looked up): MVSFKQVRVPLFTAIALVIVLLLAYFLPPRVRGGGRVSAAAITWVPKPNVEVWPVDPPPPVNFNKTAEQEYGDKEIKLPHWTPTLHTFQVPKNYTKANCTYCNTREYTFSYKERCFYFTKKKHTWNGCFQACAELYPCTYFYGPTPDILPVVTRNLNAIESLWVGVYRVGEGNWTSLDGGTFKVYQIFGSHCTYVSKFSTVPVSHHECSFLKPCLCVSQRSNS
# PPC-1+TRAIL kill – compounds killing PPC-1 cancer cells with TRAIL present (potentiator screen, no TRAIL-free arm); PPC-1 cells + TRAIL, ATPLite viability luminescence; cell killing (% activity), % at 4 µM; 0.41% of 220,000 active; AID 1443;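 active = cell killing above 50% in the first pass at 4 µM, then a duplicate retest at 5 µM averaging 50% or more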;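 also: plate controls were cells with TRAIL plus DMSO for no effect and medium-only wells lacking cells for full effect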
# The depositor's hits bear a star; x = no result given; & = joins results of further samples.
SMILES,TRPML3 agonist,CHOP inh,TNF necrop inh,zfTRPN1 agonist,MDM2 E3 inh,p47phox inh,Runt-SMMHC FRET,EBV gp42 block,PPC-1+TRAIL kill
Cc1cccc(C)c1Nc1nnc(SCC(=O)c2ccc3c(c2)NC(=O)CO3)s1,0.0,3,0.9,-0.8,-4,-6,1,-13,11
CCOC(=O)c1c(C)[nH]c(C)c1C(=O)COC(=O)CCOc1ccccc1OC,0.4,22,-0.3,-0.3,-17,-10,-1,-1,20
COc1cccc(C2(c3cccc(OC)c3)CC2C(=O)Nc2ccc(F)cc2)c1 (centres undefined),-0.8,35,3.8,-2.1,-13,-7,-1,12,-3
O=c1[nH]c2ccccc2n1CCCN1CCCCC1,1.1,22,0.8,2.5,-6,5,-1,-5,12
COc1ccc(NC(=O)c2cn(-c3ccccc3)nc2-c2cc3ccccc3o2)cc1,0.9,30,-9.4,0.6,-13,-13,-3,-6,-7
O=C(c1ccco1)N(Cc1ccc([N+](=O)[O-])cc1)c1ccc(Cl)cc1,-1.4,48,-2.2,-1.6,-11,-4,1,4,25
COC(CNC(=O)c1ccc2nc(-c3cccs3)c(-c3cccs3)nc2c1)OC,1.4,33,1.9,-0.4,-13,-2,16,-10,19
CCOC(=O)N1CCC(N(CCN(C)C)C(=S)Nc2cc(Cl)ccc2C)CC1,1.0,-15,1.5,1.5,-6,-3,1,10,31
COC(=O)c1ccc(/C=N/NS(=O)(=O)c2cc(C)ccc2C)cc1,1.0,18,-0.1,0.0,1,-14,3,1,6
COc1ccc2oc(=O)c(C(=O)N3CCc4ccccc43)cc2c1,0.1,4,0.5,-0.4,-18,-5,-1,-2,-13
Cc1ccccc1N(Cc1nnc2n1CCCCC2)C(=O)Nc1ccccc1,0.4,11,-1.7,0.4,-13,-10,1,-23,0
CC(C)COc1ccc(S(=O)(=O)n2cc(F)c(=O)[nH]c2=O)cc1,0.3,1,0.3,0.6,x,-6,2,-1,-8
Cc1noc(C(=O)NCc2cccnc2)c1Cl,0.1,17,2.5,2.1,-12,-10,5,-11,8
CN1CCN(C(=O)c2ccc3c(=O)n4c(nc3c2)CCCCC4)CC1,0.7,-3,-1.1,-0.3,-30,-1,-3,-3,1
O=S(=O)(c1cccc(Cl)c1)N1CCCC1,-0.5,-1,-1.2,-0.9,-16,-9,39,-11,17
CC(=O)SCC(=O)N=c1sc2cc(F)ccc2n1C,0.5,-14,-0.1,1.6,-2,-5,4,-6,-3
CCOc1ccc(NC(=O)CCSc2ccc(C)cc2)cc1,-0.7,14,0.9,-1.3,24,-11,4,-1,2
CCC(C)(C)n1nnnc1C(c1ccc(C)cc1)N1CCN(C(=O)c2ccco2)CC1 (centres undefined),-0.1,-13,-0.8,-1.0,x,0,2,-15,18
CCOC(=O)N1CCN(Cc2cc(=O)oc3ccc4ccccc4c23)CC1,-0.2,65,1.0,-1.4,-25,1,2,1,2
CCOC(=O)C(C(=O)Nc1ccc(C)cc1)C1CCCCC1 (centres undefined),0.6,27,-1.8,-0.5,-7,5,-1,-20,1

# Of the compounds above, two contain an aryl thioether with sulfur outside any ring.
SMILES,TRPML3 agonist,CHOP inh,TNF necrop inh,zfTRPN1 agonist,MDM2 E3 inh,p47phox inh,Runt-SMMHC FRET,EBV gp42 block,PPC-1+TRAIL kill
Cc1cccc(C)c1Nc1nnc(SCC(=O)c2ccc3c(c2)NC(=O)CO3)s1,0.0,3,0.9,-0.8,-4,-6,1,-13,11
CCOc1ccc(NC(=O)CCSc2ccc(C)cc2)cc1,-0.7,14,0.9,-1.3,24,-11,4,-1,2

# Continued:
SMILES,TRPML3 agonist,CHOP inh,TNF necrop inh,zfTRPN1 agonist,MDM2 E3 inh,p47phox inh,Runt-SMMHC FRET,EBV gp42 block,PPC-1+TRAIL kill
Cc1ccc(/C=N/NC(=O)c2ccncc2)o1,0.5,-6,0.9,0.3,-9,-2,-2,-4,15
CCOc1ccccc1OCCCOc1ccc(C)cc1Cl,-0.7,41,-2.9,-0.1,-14,-10,-3,-4,-19
O=C(Nc1cc2c3c(c1)C1CCCC1CN3CC1CCCC21)c1ccccc1 (centres undefined),-0.7,57,-2.4,-1.8,-16,-10,2,14,6
O=S(=O)(Nc1ccc2c(c1)nc1n2CCOC1)c1ccccc1,1.1,31,-3.5,1.0,2,-12,-5,-9,2
COC(=O)/C(C#N)=C/c1cc(C)sc1C,-0.2,1,-1.4,-0.7,-14,-15,-4,-5,7
CCN1C(=O)c2cccc3c(NC(=O)c4cccc(N5C(=O)CCC5=O)c4)ccc1c23,0.1,3,-2.6,1.0,4,2,-49,-13,-6
COc1cc(OC)c(C2=NOC(C(=O)NCc3cccs3)C2)cc1Cl (centres undefined),0.1,1,-4.4,1.6,-6,-7,0,-18,4
CC1CCCN(CC(O)COc2ccc(Cl)cc2)C1 (centres undefined),0.0,-15,0.0,-1.3,-14,-13,0,-15,18
Cn1ccc(=NC=C(C#N)C#N)c2ccccc21,1.1,19,0.3,0.7,30*,-4,7,-22,14
OC(COCc1ccccc1)CN1CCc2ccccc2C1 (centres undefined),-0.3,-33,3.3,-2.6,-6,2,5,-2,7

# Structures above that bear a hit mark in MDM2 E3 inh.
smiles | TRPML3 agonist | CHOP inh | MDM2 E3 inh | p47phox inh | Runt-SMMHC FRET | EBV gp42 block
Cn1ccc(=NC=C(C#N)C#N)c2ccccc21 | 1.1 | 19 | 30* | -4 | 7 | -22

# The results go on:
SMILES,TRPML3 agonist,CHOP inh,TNF necrop inh,zfTRPN1 agonist,MDM2 E3 inh,p47phox inh,Runt-SMMHC FRET,EBV gp42 block,PPC-1+TRAIL kill
COc1ccc(-n2nc3cc(C)c(N)c(Br)c3n2)cc1,0.4,-14,-3.8,-0.4,-27,-1,26,-8,41
COc1ccc(N2CCN(C(=O)c3ccc(NS(=O)(=O)c4cccc(F)c4)cc3)CC2)cc1,-0.5,56,0.3,-0.4,-7,-11,-1,-7,16
Cc1ccc(/C=N\NC(=O)c2cc([N+](=O)[O-])cc([N+](=O)[O-])c2)o1,0.7,-1,0.2,0.3,-9,-18,2,-15,-1
CCOC(=O)N1CCN(CC(O)COc2ccccc2C(C)(C)C)CC1 (centres undefined),0.0,37,1.2,-0.8,1,1,2,3,9
Fc1ccc(C2CC(c3cccs3)=NN2C(=S)Nc2ccccc2)cc1 (centres undefined),0.3,0,1.0,-0.9,-11,-12,4,-26,28
Brc1ccc(-c2c[n+]3c(n2-c2ccccc2)SCC3)cc1,1.2,2,-2.5,-0.2,-5,2,2,-13,-6
O=C(CCNC(=O)c1ccc(Br)o1)NCc1ccccc1Cl,0.0,2,0.2,-0.3,-19,-4,3,-26,x
N#Cc1c(-c2cccc(Cl)c2)[nH]c(=S)[nH]c1=O,-0.1,7,3.3,-1.7,-8,9,-8,-9,14
COc1cc(/C=N/n2nnnc2N)ccc1O,0.1,-3,0.9,0.7,-7,5,6,-18,16
Cc1cc([N+](=O)[O-])ccc1NC(=S)NC(=O)C(c1ccccc1)c1ccccc1,0.7,7,-1.1,2.9,-2,9,1,-26,13
CCC(=O)CCC(=O)c1ccc2ccccc2c1,0.3,-7,0.5,-0.2,-6,-4,0,-17,20
Cc1nc2ccc(C(=O)c3ccccc3)cc2[nH]1,0.2,6,-1.8,-0.5,-15,-8,1,-28,24
Cc1sc2ncnc(NCc3cccs3)c2c1C,2.2,46,-6.8,6.0,-4,-4,3,2,19
CCN1CCN(C(=O)CN(C)S(=O)(=O)c2ccc3ccccc3c2)CC1,0.9,12,1.7,0.4,13,-33,2,-2,28
CCCCOc1ccc(-c2cc(C(F)(F)F)c(C#N)c(SCC(=O)O)n2)cc1,0.8,35,2.4,-0.2,-7,-20,-89,60*,12
CCS(=O)(=O)c1ccc(-c2csc(-c3ccccc3Cl)n2)c(Cl)c1Cl,0.7,32,-5.1,0.3,-26,1,-6,-9,12
CC(=O)c1cccc(NC(=S)NNC(=O)c2ccco2)c1,0.6,2,0.1,-0.3,0,8,2,0,30
O=C(O)CNC(=S)N(Cc1ccc(F)cc1)C1CCCCC1,0.2,-2,1.6,-0.9,-2,18,1,12,0
Cc1cc(NC(=S)Nc2ccccc2)ccc1Br,0.9,-2,-5.6,-1.4,-18,-9,1,-4,32
Cc1ccc(S(=O)(=O)NNC(=O)C2COc3ccccc3O2)cc1 (centres undefined),-0.1,-1,2.0,1.1,4,-6,0,3,3
O=C(CCCC(=O)N(CC(=O)NC1CCCCC1)CC1CCCO1)Nc1ccccn1 (centres undefined),0.3,7,0.4,1.8,6,-4,5,-18,28
O=C(NC(=S)NCCc1ccccc1)C1CCCCC1,-0.6,29,-0.2,-3.2,-17,-10,5,-4,24
CCOC(=O)Cn1cc(/C=N/NC(=O)c2ccc(C#N)cc2F)c2ccccc21,1.3,13,1.2,-0.1,-8,-79,-2,-26,-13
C=CCNC(=S)NNC(=O)COc1cccc(Cl)c1,-0.6,7,-2.4,0.1,-4,-8,5,-1,8
CCCCCCc1nnc(NC(=O)OCC)s1,0.6,58,-3.1,-0.5,3,-11,-1,-9,7
COC(=O)c1oc2ccccc2c1NC(=O)CN1CCCC1,0.7,72*,2.6,-0.9,0,-1,0,-20,8
O=C(O)c1cc(-c2ccc3c(c2)OCO3)nc2ccccc12,1.1,10,-0.9,1.4,-3,5,-1,-15,28
CN(C)C(=O)c1ccc(NC(=O)c2cc(-n3cnnc3)ccc2Cl)cc1,0.5,27,1.3,0.7,-6,-11,8,15,25
O=C(O)c1cnc(-c2ccccc2)nc1-c1ccccc1,0.4,15,-1.2,1.0,22,-4,-1,-17,37
Clc1ccccc1Nc1nc(-c2cccnc2)cs1,-0.4,6,-0.9,-2.2,-8,-26,x,-12,x
O=C(NCC1CCCO1)C1CCCN(Cc2cnn(-c3ccccc3)c2-n2cccc2)C1 (centres undefined),-0.7,40,-0.4,0.8,-3,-13,3,-19,-3
Cc1sc2nc(CSc3ccccc3)nc(N3CCN(C)CC3)c2c1C,0.3,29,3.7,-0.5,-2,-5,3,-11,28
CCCOc1ccc(-c2c(=O)n(OCc3ccc([N+](=O)[O-])cc3)c3ccccc3[n+]2[O-])cc1,-0.1,30,1.5,-2.5,-8,0,1,-9,14
CCCC(=O)OCC(=O)Nc1cc([N+](=O)[O-])ccc1OC,0.3,14,0.5,0.5,-2,-3,1,2,17
Cc1ccc(N(CC(=O)N2CCN(c3ccc(F)cc3)CC2)S(=O)(=O)c2c(C)nn(C)c2C)cc1,0.6,5,-1.6,-0.9,-8,-8,-4,-6,13
C=CCSc1nc(C)cc(/C=C\c2ccccc2)c1C#N,0.9,12,-1.9,0.1,-6,-14,-3,-13,24
Cc1ccc[n+](-c2nc3ccccc3nc2C(=C=[N-])C#N)c1,0.7&0.7,-4&15,-7.2&-4.3,2.6&0.6,-8,-15&-17,-2&-4,-7&-24,10&19
CN1/C(=C\C(=O)C[n+]2ccc(C(=O)c3ccccc3)cc2)C(C)(C)c2ccccc21,-0.1,28,-7.1,-0.2,-26,-23,-1,-10,21
